# SNCA viab count – GF-AFC viability counterscreen for inhibitors of alpha-synuclein gene (SNCA) expression | Potency, µM (top dose mostly 57.1 µM), without a hit: at the highest dose activity change, negative = cytotoxicity, hits mostly cytotoxic | 150,000 tested, 0.12% active | HEK-293-SNCA-luc viability, GF-AFC fluorescence, 24 h;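 further: potency means the concentration at half of the fitted maximal effect; 0% = DMSO-treated cells and -100% = medium-only wells without cells; nearly all actives have a fitted effect of over 30% in size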
#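 HEK-293-SNCA-luc cells (1500/well) plated 24 h, then exposed 24 h to a dilution series; GF-AFC added 30 min at 37C, fluorescence 405/540 nm; normalised to medium-only and DMSO wells, Hill fit.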
# SNCA expr inh – Primary qHTS assay for inhibitors of alpha-synuclein gene (SNCA) expression | HEK-293 SNCA-luciferase knock-in, luminescence, 24 h | Potency, µM (titrated, usually from 57.2 µM), without a hit: at the top dose activity change, negative = inhibition, usual class: inhibitors | 140,000 tested, 0.17% active | AID 1671194, 2021;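 further: potency means the concentration at half of the fitted maximal effect; plate controls were DMSO cells for no effect and cell-free wells for full effect; nearly all actives have a fitted effect of over 45% in size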
# 3T3 cytotox – Cytotoxic Profiling in NIH 3T3 Cell Line of Diverse Libraries Using Quantitative High-Throughput Screening; NIH 3T3 viability, CellTiter-Glo ATP luminescence, 48-72 h; Potency, µM (series often up to 96.7 µM), for the others: top-dose activity change, negative = cytotoxicity, actives largely listed as inhibitors; 94,000 tested, 4.3% active; AID 1345082, 2018; further: potency means the concentration at half of the fitted maximal effect; nearly all actives have a fitted effect of over 55% in size
#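 Cells were seeded at 400 per well, treated with pin-transferred compound, and kept 48 or 72 hr at 37 °C before CellTiter-Glo addition and luminescence imaging of cellular ATP.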
# HEK cytotox – Cytotoxic Profiling in HEK 293 Cell Line of Diverse Libraries Using Quantitative High-Throughput Screening; HEK 293 viability, ATP luminescence (CellTiter-Glo), 48-72 h; Potency, µM (highest dose often 115 µM), without a hit: top-dose activity change, negative = cytotoxicity, most hits filed as inhibitors; 94,000 tested, 6.6% active; AID 1345083, 2018; further: potency means the concentration at half of the fitted maximal effect; nearly all actives have a fitted effect of over 60% in size
#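 qHTS cytotoxicity; HEK 293, 250 cells/well; compound pinned; 48 or 72 hr, 37 degree Celsius, 5% CO2, 95% humidity; CellTiter-Glo, 10 min RT; luminescence (ATP).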
# IP6K1 inh – Primary qHTS assay for small molecule inhibitors of Inositol hexaphosphate kinase 1 (IP6K1); IP6K1 kinase, ADP-Glo luminescence, 2 h; active compounds read low; activity change, % (series mostly up to about 58 µM); 140,000 tested, 0.81% active; in the data active means activity change below about -25%
#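 ADP-Glo luminescence measures ADP made by human IP6K1 during a 2 h RT reaction with ATP/IP6 (mix at 1.3 mM/130 uM); top library doses 57.5 and 19.1 uM final.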
# GPT2 inhibitor – Primary qHTS assay for inhibitors of Glutamate pyruvate transaminase 2 (GPT2); Potency, µM (series often up to 57.7 µM), for inactives: at the top dose activity change, negative = inhibition, hits mostly inhibitors; 100,000 tested, 0.25% active; AID 1671188, 2021; Recombinant GPT2, coupled pyruvate oxidase/HRP Amplex Red fluorescence; Alanine aminotransferase 2 (Homo sapiens), Q8TD30; further: potency means the concentration at half of the fitted maximal effect; nearly all actives have a fitted effect of over 60% in size; many of its hits are not listed in these tables
# Target sequence (Q8TD30 whole entry, looked up): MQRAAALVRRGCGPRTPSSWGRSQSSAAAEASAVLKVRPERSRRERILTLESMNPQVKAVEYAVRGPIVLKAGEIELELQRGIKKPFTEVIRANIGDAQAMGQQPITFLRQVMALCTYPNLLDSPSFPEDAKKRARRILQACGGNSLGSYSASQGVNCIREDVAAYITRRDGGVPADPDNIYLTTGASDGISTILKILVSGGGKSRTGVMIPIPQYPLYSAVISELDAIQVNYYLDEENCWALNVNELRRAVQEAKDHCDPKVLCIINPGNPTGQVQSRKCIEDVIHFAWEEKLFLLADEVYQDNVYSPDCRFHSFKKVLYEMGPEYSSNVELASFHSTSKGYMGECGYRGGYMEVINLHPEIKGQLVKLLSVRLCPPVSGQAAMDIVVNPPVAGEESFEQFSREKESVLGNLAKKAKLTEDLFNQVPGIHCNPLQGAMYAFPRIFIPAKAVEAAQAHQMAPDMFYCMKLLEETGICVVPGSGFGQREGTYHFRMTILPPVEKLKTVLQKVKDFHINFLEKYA
#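 Fluorescence of coupled pyruvate oxidase/HRP/Amplex Red system (50uM Amplex, 30 min, dark) reports pyruvate formed by GPT2. Enzyme reaction: 10ng/uL GPT2, 2mM L-alanine, 250uM a-KG, 30 min room temperature, pH 7.5; 50uM AOA control.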
# FLuc inh – Firefly luciferase inhibition profiling of diverse chemical library using quantitative high-throughput screening. Luciferin 4-monooxygenase (Photinus pyralis), P08659. purified P. pyralis luciferase, luminescence, biochemical. Potency, µM (doses to about 115 µM), for the others: top-dose activity change, negative = inhibition, hits mostly inhibitors. 76,000 tested, 2.5% active; further: potency means the concentration at half of the fitted maximal effect; nearly all actives have a fitted effect of over 65% in size
# Target sequence (P08659 whole entry, looked up): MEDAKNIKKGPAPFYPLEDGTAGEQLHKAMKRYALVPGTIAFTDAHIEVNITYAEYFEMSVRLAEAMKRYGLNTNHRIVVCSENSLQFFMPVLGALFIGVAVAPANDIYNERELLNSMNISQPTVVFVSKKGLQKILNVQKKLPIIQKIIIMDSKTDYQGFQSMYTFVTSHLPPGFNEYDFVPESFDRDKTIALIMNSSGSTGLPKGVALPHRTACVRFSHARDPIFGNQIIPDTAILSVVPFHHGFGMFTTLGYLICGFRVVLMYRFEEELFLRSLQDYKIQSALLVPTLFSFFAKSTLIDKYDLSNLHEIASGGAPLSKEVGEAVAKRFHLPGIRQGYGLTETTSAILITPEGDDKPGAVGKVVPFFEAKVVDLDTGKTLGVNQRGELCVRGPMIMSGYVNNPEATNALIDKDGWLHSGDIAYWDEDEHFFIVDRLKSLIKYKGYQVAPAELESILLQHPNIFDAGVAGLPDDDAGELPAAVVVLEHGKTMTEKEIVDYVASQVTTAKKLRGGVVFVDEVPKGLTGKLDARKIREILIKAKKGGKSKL
#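 Cell-free enzyme assay, 10nM P. pyralis luciferase, luciferin and ATP each at 10uM. Inhibition profiled over a 6-point titration, read as luminescence.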
# An asterisk follows results filed as active; i = inactive; u = inconclusive; x = no result given; & = joins results of further samples; [ ] = another dose, or the depositor's remark. Unless noted, the call rests on the fitted dose curve; in most records, active means well fitted curve in the direction sought with a large enough effect; inconclusive means small, poorly fitted or top-dose-only effect, or another doubt; inactive means no such curve, though single readings can be large; an effect the other way counts as inactive or inconclusive. Unless noted, on the % scale 0 is the no-effect control and ±100 the full control effect.
SMILES,SNCA viab count,SNCA expr inh,3T3 cytotox,HEK cytotox,IP6K1 inh,GPT2 inhibitor,FLuc inh
C=CC(=O)Nc1ccc(CN2C(=O)N(c3cc(OC)cc(OC)c3)Cc3cnc(Nc4ccc(N5CCN(C)CC5)cc4)nc32)cc1,18.9µM*,x,x,x,-18.3,-7.8%,x
CC(C)(C)OC(=O)N1CCC(c2c(C(=O)N3CCN(c4ccc(Cl)cc4)CC3)cnn2-c2ccc(F)cc2F)CC1,2.4%,31.8%[activator],x,x,-10.9,x,x
Cc1nc2c(C(=O)NCc3ccccc3Cl)cnn2c(C)c1Cc1ccccc1,9.2%,11.8%,x,x,43.8,x,x
Cn1cccc1CN1CCC2(C1)C(=NC1CCCCC1)NC(=O)N2c1cccnc1 (centres undefined),u,u,u,i,-15.2,u,x
C[C@@H](O)[C@H](N)C(=O)N1CCC[C@H]1C(=O)N1CCC[C@H]1C(=O)N[C@H](C(N)=O)[C@@H](C)O,-4.3%[12.5 µM],x,x,x,-0.3,-10.9%[11.5 µM],x
O=C(C1CCCC1)N1CCN(C(=O)N2CC3CC(C2)[C@H]2CCCC(=O)N2C3)CC1 (some centres undefined),9.1%,-28.8%,-25.8%,8.1%,-4.9,i,9.7%
COc1cc(/C=C/C(=O)OC2CC(C)=C(C(=O)O)/C2=C/CO[C@@H]2O[C@H](CO)[C@@H](O)[C@H](O)[C@H]2O)ccc1O (some centres undefined),-20.4%[23.9 µM],x,x,x,8.6,3.9%[27.3 µM],x
COc1cc(CNC(=O)c2cnc3c(c2)N(c2ccccc2OC)CCC3)cc(OC)c1,-23.2%[87.6 µM],-20.7%[87.6 µM],u,u,14.4,-0.1%[88.5 µM],-9.9%[172 µM]
COc1cc(Cl)ccc1C(=O)N1CCN(C(=O)c2nnn3c2COC(c2ccccc2)C3)CC1 (centres undefined),u,u,u,u,-2.6,i,-11.0%
O=C1CCc2cc(S(=O)(=O)NCc3ccc(F)cc3)cc3c2N1CC3,-3.2%,-9.1%,x,x,-5.0,x,x
CC(=O)c1ccc(Nc2nc3c(S(=O)(=O)c4ccccc4)nnn3c3ccc(Cl)cc23)cc1,-3.9%,-2.2%,x,x,24.1,x,x
COCc1nc(C2CC(NC(=O)CN3C(=O)CN(C)C3=O)C2)cc(=O)[nH]1 (centres undefined),1.6%,9.8%,-1.1%,-5.5%,8.7,i,0.0%

# 9 entries from above, arranged by length of the SMILES, rising:
SMILES,SNCA viab count,SNCA expr inh,3T3 cytotox,HEK cytotox,IP6K1 inh,GPT2 inhibitor,FLuc inh
O=C1CCc2cc(S(=O)(=O)NCc3ccc(F)cc3)cc3c2N1CC3,-3.2%,-9.1%,x,x,-5.0,x,x
Cc1nc2c(C(=O)NCc3ccccc3Cl)cnn2c(C)c1Cc1ccccc1,9.2%,11.8%,x,x,43.8,x,x
Cn1cccc1CN1CCC2(C1)C(=NC1CCCCC1)NC(=O)N2c1cccnc1 (centres undefined),u,u,u,i,-15.2,u,x
COc1cc(CNC(=O)c2cnc3c(c2)N(c2ccccc2OC)CCC3)cc(OC)c1,-23.2%[87.6 µM],-20.7%[87.6 µM],u,u,14.4,-0.1%[88.5 µM],-9.9%[172 µM]
COc1cc(Cl)ccc1C(=O)N1CCN(C(=O)c2nnn3c2COC(c2ccccc2)C3)CC1 (centres undefined),u,u,u,u,-2.6,i,-11.0%
CC(C)(C)OC(=O)N1CCC(c2c(C(=O)N3CCN(c4ccc(Cl)cc4)CC3)cnn2-c2ccc(F)cc2F)CC1,2.4%,31.8%[activator],x,x,-10.9,x,x
C[C@@H](O)[C@H](N)C(=O)N1CCC[C@H]1C(=O)N1CCC[C@H]1C(=O)N[C@H](C(N)=O)[C@@H](C)O,-4.3%[12.5 µM],x,x,x,-0.3,-10.9%[11.5 µM],x
C=CC(=O)Nc1ccc(CN2C(=O)N(c3cc(OC)cc(OC)c3)Cc3cnc(Nc4ccc(N5CCN(C)CC5)cc4)nc32)cc1,18.9µM*,x,x,x,-18.3,-7.8%,x
COc1cc(/C=C/C(=O)OC2CC(C)=C(C(=O)O)/C2=C/CO[C@@H]2O[C@H](CO)[C@@H](O)[C@H](O)[C@H]2O)ccc1O (some centres undefined),-20.4%[23.9 µM],x,x,x,8.6,3.9%[27.3 µM],x

# (next part)
SMILES,SNCA viab count,SNCA expr inh,3T3 cytotox,HEK cytotox,IP6K1 inh,GPT2 inhibitor,FLuc inh
NNCCc1ccccc1,7.2%,98.3%[activator],x,x,-2.9,-3.8%&-18.2%,x
Cc1csc2nc(CCNS(=O)(=O)c3ccc(F)cc3)cn12,15.6%,46.7%[activator],x,x,36.3,x,x
c1ccc(-c2nc(C3CCOCC3)nn2CC2COCCO2)cc1 (centres undefined),5.4%,-14.2%,i,4.6%,13.6,u,-3.4%
CCOc1ccc2c(n1)CCN(C(=O)c1ccc(OC)nc1OC)C2,-0.9%[12.5 µM],13.9%,-13.8%,-15.6%,-3.9,i,-13.7%
N#Cc1ccc(CSc2nc3c(c(=O)[nH]2)CCC3)cc1,3.8%,33.3%[activator],x,x,6.3,x,x
CCOc1cccc(NC(=O)C2CC(=O)N(C)C(=Nc3ccc(F)cc3)S2)c1 (centres undefined),-9.1%,u,x,x,7.3,x,x
COc1ccc(-c2c3c(nc4sc(C(=O)Nc5cccc(OC)c5)c(N)c24)CC(C)(C)CC3=O)cc1,5.4%,-6.9%,x,x,16.5,x,x
Cn1nc2n(c1=O)CCN(C1CCOCC1)CC2,4.5%,7.1%,i,5.1%,-10.5,-3.4%,0.7%
Cc1cc2cccc(C(=O)N[C@H]3CCOC[C@H]3C3CCOCC3)c2o1,-14.4%,-24.6%,-3.9%,-0.7%,3.7,1.6%,0.2%
Cc1cccc(OCc2ccc(-c3nc(C#N)c(N4CCN(c5ccccc5)CC4)o3)o2)c1,0.0%,-10.8%,x,x,-6.5,x,x
COc1ccc(C(=O)Nc2ccc(-c3noc([C@@H]4CCCN4Cc4ccccc4C)n3)cn2)cc1,-29.2%,u,-49.7%,u,-4.9,-13.3%,7.2%
CCc1ccc(S(=O)(=O)c2nnn3c2nc(Nc2cc(OC)ccc2OC)c2sccc23)cc1,3.8%,26.1%,x,x,4.7,x,x
O=C(CCC1CCCN(S(=O)(=O)c2ccccc2)C1)NCc1ccc(Cl)cc1 (centres undefined),1.6%,-28.6%,u,u,21.6,-3.8%,0.0%
CCCn1c(=O)c2sccc2n2c(CCCC(=O)N3CCN(c4ccccc4OC)CC3)nnc12,-4.1%,1.9%,x,x,47.4,x,x
O=C(Cn1nc2c(cc1=O)CCCCC2)NC1CCS(=O)(=O)C1 (centres undefined),6.8%,-1.7%,i,0.9%,8.2,3.1%,-2.4%
Cc1cn2nc(C(=O)NCc3ccccc3)cc2c(=O)[nH]1,7.8%,17.6%,-3.7%,5.5%,3.2,i,u
CN1CC(=O)N(c2ccccc2)Cc2c(NCc3cccc(C(F)(F)F)c3)ncnc21,2.9%,-27.4%,u,u,-1.7,u,-9.4%
O=C(NC1CCCC1)N1CCC(Oc2ccccc2-c2nc(-c3ccncc3)no2)C1 (centres undefined),u,6.6%,u,u,-19.2,i,-4.8%
Cc1c(NC(=O)Nc2ccc(C#N)cc2)c(=O)n(-c2ccccc2)n1C,12.6%,-6.5%,x,x,-10.7,x,x
CC(C)c1ccc(CN2CCc3ncc(C(=O)NCc4ccccc4)n3CC2)cc1,-26.3%[87.6 µM],u,u,28.2µM*,-9.2,-12.1%[88.5 µM],-1.1%[172 µM]
Fc1ccc(CNc2ncnc3ccc(F)cc23)cc1,20.0%&-3.7%,u,x,x,26.9,-6.4%&-2.7%,x
O=C(NCc1cccs1)[C@@H]1CCCN1c1nccc(Nc2ccccc2Cl)n1,-3.0%[12.5 µM],-11.5%,u,u,17.4,i,x
CSc1ccc(CCNC(=O)c2ccc(CS(=O)(=O)c3ccc(Br)cc3)o2)cc1,1.1%,u,x,x,-22.5,x,x
CCOc1ccccc1CN1CCC2(CCN(CCC(C)C)CC2)Oc2ccccc21,u,-8.7%,u,u,-3.1,i,0.0%
COCCNC(=O)[C@H]1C[C@H](Oc2ccccc2)CN1C(=O)COC,-2.0%,-3.7%,-6.2%,-12.2%,27.3,1.9%,0.0%
COc1ccc(CNC(=O)C2(c3ccc(NC(C)=O)cc3)CCC2)cc1,6.9%,-13.6%,-16.6%,-13.0%,9.8,-7.0%,0.0%
COC(=O)c1cc(S(=O)(=O)N2CCN(c3cccc(C)c3)C(C)C2)cn1C (centres undefined),-6.1%,-13.0%,x,x,1.3,x,x
Cc1ccc(-n2nc(CO)c(C(=O)NCCC(C)C)n2)cc1C,u,38.1%[activator],x,x,9.6,x,x
O=C(CC1CCCN(c2cnn(CC3CC3)c(=O)c2)C1)N1CCN(c2ccccn2)CC1 (centres undefined),1.2%,10.7%,u,u,4.2,i,12.8%
COCc1nc(CCNC(=O)c2cc(C)[nH]n2)no1,9.3%[12.5 µM],2.0%,i,-0.3%,0.9,4.1%,-0.4%
COCCOc1ccnc(-c2noc([C@@H]3CCCN3Cc3ccncc3)n2)c1,2.8%[87.6 µM],13.5%[87.6 µM],-7.2%[174 µM],u,7.1,i,5.8%[172 µM]
NC1CCC(Nc2cc(-c3cccc(NCc4cccc(F)c4)n3)c(Cl)cn2)CC1 (centres undefined),u,x,x,x,2.3,u,x
CCc1ccc(S(=O)(=O)Nc2cccc(-c3ccc(OC)nn3)c2)s1,-6.5%,-16.7%,x,x,-8.0,x,x
O=C(C1CCCN1C(=O)c1ccccc1)N1CCCC(c2nc3ncccc3[nH]2)C1 (centres undefined),-3.1%,-6.4%,i,2.6%,-3.1,i,x
Cc1ccccc1NC(=O)c1c(NC(=O)c2ccccc2)sc2c1CCC2,11.3%,9.9%,x,x,39.3,x,x
CCS(=O)(=O)NCCc1ncc(C)n1CCOC,5.5%,u,i,2.2%,-2.7,i,5.4%
COc1cccc(C(CC(=O)NC2CCCCC2)c2c[nH]c3ccccc23)c1OC (centres undefined),-3.6%,3.9%,u,u,3.1,1.2%,-9.0%
O=C(NCc1ccccn1)Nc1nnc(-c2ccco2)o1,-0.7%,x,x,x,5.8,2.7%,x
CCc1c(C)nn(CCNc2ncnc3c2c(C)nn3C)c1C,0.2%,4.6%,-25.9%,u,1.3,i,5.6%
CCOc1ccc(C2CC(=O)c3c([nH]c(C(=O)OC4CCCCCC4)c3C)C2)cc1 (centres undefined),6.0%,8.7%,x,x,12.8,x,x
Nc1c(C(=O)Nc2ccccc2Cl)c2ccccn2c1C(=O)c1ccccc1,-0.6%,19.7%,x,x,4.8,x,x

# Assay outcomes: PubChem BioAssay, National Center for Advancing Translational Sciences (NCATS)

# Compounds were not picked by outcome; 7.7% or so of the library scored in one or more.
